proKLK7 act: activators of human kallikrein-7 zymogen | P49862 | purified proKLK7, EDANS-DABCYL substrate fluorescence; 100% is mature enzyme control, 0% vehicle | activation, % at 7 µM | 0.9% of 370,000 active | AID 652039;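 active means activation above the mean of all tested compounds plus 3 SD, computed per campaign excluding outliers beyond control limits, cut at about 13% in these data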
Tn6 DDE FP: inhibitors of Tn6 peptide binding to human fibrin DD(E) | inhibition, % at 8.3 µM | AID 720509 | P02675 | 0.21% of 370,000 active | Fibrin DD(E) TRITC-Tn6 fluorescence polarization displacement;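 active means inhibition above a per-campaign cutoff: mean of compounds within control limits plus 3 SD, cut at about 15% in these data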;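 further: 0% = median of all compound wells on the plate and 100% = blocking peptide control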
Target sequence (P02675 whole entry, looked up): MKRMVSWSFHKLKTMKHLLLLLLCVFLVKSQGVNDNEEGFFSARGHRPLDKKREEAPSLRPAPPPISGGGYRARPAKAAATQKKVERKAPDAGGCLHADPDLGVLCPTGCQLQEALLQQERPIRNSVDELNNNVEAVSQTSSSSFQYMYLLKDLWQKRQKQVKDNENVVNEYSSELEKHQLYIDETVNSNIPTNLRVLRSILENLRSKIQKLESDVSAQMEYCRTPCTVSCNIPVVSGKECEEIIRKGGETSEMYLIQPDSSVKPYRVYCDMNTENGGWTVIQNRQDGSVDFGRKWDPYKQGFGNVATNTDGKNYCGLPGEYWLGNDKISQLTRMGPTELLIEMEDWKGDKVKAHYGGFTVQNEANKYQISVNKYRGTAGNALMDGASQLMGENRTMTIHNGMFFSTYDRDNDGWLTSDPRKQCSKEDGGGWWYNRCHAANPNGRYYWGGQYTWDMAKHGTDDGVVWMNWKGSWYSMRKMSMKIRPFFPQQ
sPLA2-III inh: Inhibits HGIII-sPLA2 liposome hydrolysis, primary screen; Q9NZ20; QFRET BODIPY PC-A2 liposome hydrolysis, fluorescence; inhibition, % at 12.2 µM; 0.56% of 370,000 active; AID 743126;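 active means inhibition above mean plus 3 SD of compounds lying within the high and low control bounds, cut at about 19% in these data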;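 further: 0% = median of test compound wells and 100% = no enzyme DMSO wells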
ARFGAP1 inh: inhibitors of rat ARFGAP1; 0.26% of 360,000 active; AID 651572; Arfgap1-stimulated ARF1 GTP hydrolysis, GDP FP detection; inhibition, % at 16.5 µM;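 active means inhibition above a per-plate limit, mean inhibition of low control wells plus 3 SD, cut at about 25% in these data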;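 further: 0% = DMSO wells with enzyme and 100% = wells lacking Arfgap1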
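System: truncated rat Arfgap1 GAP domain / Benchmarks: high control wells lacking Arfgap1, low control full reaction with DMSO / Times: compound-enzyme preincubation 20 min, reaction 120 min, detection 60 min, 25 °C / Repeats: one replicate per compound / Also added: human ARF1(Δ1-17)-GTP substrate / Measured by: Tracer-displacement fluorescence polarization with EDTA stop, 620/688 nm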
PLCg1 inh: PLC-gamma1 (human) inhibition, primary screen. P19174. purified PLC-gamma1, fluorogenic substrate, fluorescence. inhibition, % at 12.2 µM. 0.84% of 370,000 active. AID 720700; in the data active means inhibition above about 9.5%
PLCb3 inh: PLC-beta3 (human) inhibition, primary screen | Q01970 | Purified PLC-beta3, fluorogenic substrate, fluorescence | inhibition, % at 12.2 µM | 0.18% of 370,000 active | AID 720704; in the data active means inhibition above about 11%;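 further: 0% = median of compound wells on plate and 100% = full blocker control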
Tn7 DDE FP: inhibitors of Tn7 peptide binding to human fibrin DD(E); inhibition, % at 8.3 µM; P02675; FP displacement of FITC-Tn7 peptide from fibrin DD(E); 0% = median of compound wells per plate; 0.13% of 370,000 active;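 active means inhibition above the mean of compounds falling within the control limits plus 3 SD of them, cut at about 14% in these data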;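 further: 0% = plate median of compound wells and 100% = 10 µM Aha-Tn7 peptide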
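Assay system: human fibrin DD(E). Input: DD(E) 2 µM final. Medium: Tris buffer with calcium and detergent, pH 7.8. Compound dosing: single point at 8.3 µM. Timing: 10 min plus 3 h, room temperature. Technique: fluorescence polarization of the labelled Tn7 tracer. Read-out: percent inhibition. Replicates: singlicate testing.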
UHRF1 MBD2 ctr: UHRF1 methyl-DNA binding inhibition. UHRF1 binding to methylated oligo, TR-FRET. 0.75% of 370,000 active. Q96T88. inhibition, % at 4.4 µM; in the data active means inhibition above about 21%;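 further: UHRF1 SRA domain binding a hemimethylated CpG hairpin DNA probe; 0% = median of test compound wells and 100% = reference inhibitor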
Rev-erbA mod: modulates human Rev-erb alpha binding to DNA; Rev-erbα–FITC-DNA binding, fluorescence polarization, 90 min; P20393; activity, % at 10 µM; 0.79% of 370,000 active;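 active means activity above about 14%, limit read from the data; passing the limit was not always enough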;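 further: 0% = DMSO wells with 35 nM protein and 100% = DMSO wells with 750 nM protein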
Target sequence (P20393 whole entry, looked up): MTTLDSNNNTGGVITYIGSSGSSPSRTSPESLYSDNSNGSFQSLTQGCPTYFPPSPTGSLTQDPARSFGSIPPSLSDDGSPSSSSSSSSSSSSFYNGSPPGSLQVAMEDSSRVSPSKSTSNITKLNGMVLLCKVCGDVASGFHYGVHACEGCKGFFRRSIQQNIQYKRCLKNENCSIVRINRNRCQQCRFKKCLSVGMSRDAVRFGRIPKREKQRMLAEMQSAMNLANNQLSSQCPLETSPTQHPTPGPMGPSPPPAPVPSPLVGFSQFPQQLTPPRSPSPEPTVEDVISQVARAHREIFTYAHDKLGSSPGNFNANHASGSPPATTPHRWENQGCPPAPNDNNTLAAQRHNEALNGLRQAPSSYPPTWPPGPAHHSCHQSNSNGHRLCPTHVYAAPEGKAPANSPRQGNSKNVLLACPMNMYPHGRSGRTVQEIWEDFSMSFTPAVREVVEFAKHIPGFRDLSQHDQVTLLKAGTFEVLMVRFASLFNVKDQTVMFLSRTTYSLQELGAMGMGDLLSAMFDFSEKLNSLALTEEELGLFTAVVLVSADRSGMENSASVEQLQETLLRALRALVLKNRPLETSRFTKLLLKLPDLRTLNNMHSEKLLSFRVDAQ
ASAP1 inh: inhibitors of human ASAP1 ArfGAP activity | Q9ULH1 | ASAP1-stimulated ARF1 GTP hydrolysis, GDP FP detection | inhibition, % at 16.5 µM | 0.19% of 360,000 active; in the data active means inhibition above about 25%;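 further: 0% = vehicle with enzyme and substrate and 100% = no enzyme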
* = called active by the depositor; / = not tested or not shown; & = joins results of further samples.

proKLK7 act	Tn6 DDE FP	sPLA2-III inh	ARFGAP1 inh	PLCg1 inh	PLCb3 inh	Tn7 DDE FP	UHRF1 MBD2 ctr	Rev-erbA mod	ASAP1 inh	SMILES
-0.1	0.9	13.0	-2.0	9.9*	-5.4	-7.0	3.5	-1.5	-7.8	COc1ccc(S(=O)(=O)NCC(=O)NCc2cc(=O)n(C)c(=O)n2C)cc1C
-0.5	18.8*	6.8	/	-18.7	-26.5	-8.5	-1.4	4.3	/	COC(=O)[C@]12C=CCN1[C@H](c1ccccc1)c1c(c3ccccc3n1S(=O)(=O)c1ccc(C)cc1)C2
-0.7	-5.2	11.4	-2.2	3.2	-6.0	-0.2	-3.6	-2.3	10.7	CCN(CC)S(=O)(=O)c1ccc(OC(C)C)c(N)c1
0.1	3.2	-6.0	0.9	-0.4	-0.5	7.0	-0.2	-1.9	8.0	Cc1ccc(C)c(NC(=O)Cn2nnc(C(=O)Nc3c(C)cccc3C)c2N)c1
-0.4	7.4	8.1	-5.8	1.7	-7.8	5.5	6.0	0.4	5.5	COc1cccc(C(CC(=O)O)NS(=O)(=O)c2ccc3c(c2)N(C(C)=O)CC(C)O3)c1 (stereo unspecified)
-0.8	-3.3	-5.2	1.6	0.5	2.9	-5.4	1.6	1.3	3.5	O/N=C/c1ccc(-c2cc(Cl)ccc2Cl)o1
0.1	0.5	-6.1	5.2	-0.1	2.9	-6.5	-1.6	-6.0	-1.0	CCc1nc(SCc2ccc(C(=O)OC)o2)n[nH]1
-0.2	4.7	4.2	3.3	0.1	-7.8	1.4	2.0	-0.6	10.7	O=C(NNc1ncccc1-n1cccc1)c1ccc(Cl)cc1
-0.6	-0.4	6.2	9.9	3.3	-3.0	-4.5	-1.3	-6.4	4.9	COc1cc(N)c(Cl)cc1C(=O)OCC(=O)Nc1ccc(N2CCOCC2)cc1
/	1.4	-2.6	/	0.4	2.4	-5.0	-0.1	-3.8	/	O=C(Nc1cccc(Cl)c1)O[C@@H]1CC[C@@]23CCCN2C(=O)CCC[C@H]3C1
-0.2	-0.9	-3.6	-2.2	-1.6	-8.9	4.4	-1.4	-2.8	-1.0	CCOc1ccc(NC(=O)CN2CCc3cc4c(cc3C2)OCCCO4)cc1OCC
0.2	-1.4	-2.1	3.3	5.5	2.4	-2.4	-3.4	2.4	13.3	CS(=O)(=O)N1CCC(C(=O)Nc2ccccc2Sc2ccccc2)CC1
0.7	-4.2	77.9*	5.9	-110.3	-141.2	-1.0	-12.1	-1.1	9.6	CN1CCC[C@@H]1CCNC(=O)c1cccc2c1C(=O)c1ccc(N3CCCC3)cc1S2(=O)=O
0.2	-6.2	4.8	7.0	-2.4	-10.7	3.1	3.0	-2.6	-0.8	Cc1cc(C(=O)COc2ccc(C#N)cc2)c(C)n1CC1CCCO1 (stereo unspecified)
89.1*	6.1	-7.5	7.5	-35.3	-70.0	3.3	-2.9	-12.1	1.7	O=C(Nc1ccccc1F)c1cc2c(s1)-c1ccccc1S(=O)(=O)C2
-0.1	-2.8	1.9	-8.0	1.8	4.7	-6.3	4.2	1.1	-2.2	COc1cc(C=O)ccc1OCc1ccccc1Br
-0.2	-9.5	5.7	-3.5	-241.6	-246.0	-7.7	-5.1	-4.1	6.1	COc1ccc2cc(C3CC(c4ccco4)=NN3S(=O)(=O)c3ccccc3)c(Cl)nc2c1 (stereo unspecified)
0.2	6.7	-2.8	0.4	3.9	-4.8	-7.0	3.2	5.1	1.4	CCC(C)(C)NC(=O)CCCSc1nc2ccccc2[nH]1
-0.2	-15.1	7.6	-6.6	3.8	2.6	1.3	1.9	4.2	0.4	CC(Oc1ccc(Cl)cc1Cl)c1ccnc(N)n1 (stereo unspecified)
0.6	-2.7	-2.4	4.5	2.1	0.9	-9.2	4.8	7.6	17.4	Cc1ccccc1NC(=S)N(C)Cc1cccs1
-0.3	-2.6	2.3	4.1	4.3	-14.2	-3.5	8.6	-3.2	4.5	COc1cc(OC)cc(N2C(=O)CC(N3CCC(C(=O)N4CCCCC4)CC3)C2=O)c1 (stereo unspecified)
-0.6	3.5	6.5	-6.1	2.8	-3.2	-8.4	3.6	-3.2	4.4	CC1CC(Nc2ccccc2)c2ccccc2N1C(=O)c1ccccc1F (stereo unspecified)
-0.3	-2.0	2.3	5.2	6.3	3.3	0.4	-3.9	-1.1	7.7	CC1CCCCN1c1nnc(N)s1 (stereo unspecified)
0.4	0.4	-33.0	1.9	3.4	4.7	-8.5	-1.6	-5.3	10.2	Cc1cc(C)cc(NS(=O)(=O)c2ccc(NC(=O)C3CCCCC3C(=O)O)cc2)c1 (stereo unspecified)
-0.7	-5.9	-39.1	13.2	0.1	-7.9	1.7	2.6	2.7	11.7	Oc1c(C(c2cccs2)N2CCN(c3cccc(Cl)c3)CC2)sc2ncnn12 (stereo unspecified)
-0.3	-2.0	-5.5	11.3	2.5	3.0	-5.6	3.1	-3.1	-13.3	CN1OC[C@@H]2CN(Cc3ccc4c(c3)OCO4)[C@H](c3ccc(-n4ccnc4)cc3)C[C@@H]21
0.1	-1.9	-4.9	11.3	2.7	3.6	-5.9	-0.7	1.4	13.1	Cc1ccc(S(=O)(=O)N2CCN(C(=O)CSc3nccn3C)CC2)cc1
0.2	-3.6	2.8	-3.3	1.2	-0.2	-2.8	5.4	-2.0	-4.1	Cc1cc(C)cc(C(=O)Nc2nnc(SCC(=O)N3CCCc4ccccc43)s2)c1
0.5	-1.9	1.7	6.0	3.7	1.0	-0.9	0.8	0.7	-6.4	Cc1ccccc1OCC1Cc2c(nc(N)c(C#N)c2N)O1 (stereo unspecified)
-0.2	-2.0	-0.1	7.4	5.3	4.8	-2.8	-2.4	6.2	13.7	Cc1cc(NC(=O)C2CCCCC2)ccc1NC(=O)c1ccccc1Cl
0.6	-5.5	6.1	-7.9	-3.9	-6.2	-0.8	-5.6	14.4	1.9	Cn1cccc1/C=C1\SC(=S)N(NC(=O)c2ccccc2)C1=O
-0.2	-5.4	-37.3	9.2	5.2	1.4	-7.1	-5.0	-0.5	-4.2	CCOC(=O)/C(C#N)=N/Nc1ccc(S(=O)(=O)N2CCc3ccccc32)cc1
-0.7	0.2	1.3	-1.6	0.0	-4.2	-9.6	2.3	-5.3	-5.7	O=C(CSc1ccccc1)NCc1ccccc1
-0.1	4.5	-11.0	-1.4	0.3	-0.7	-4.2	10.1	-5.3	-4.3	O=C(NNC(=O)C1CCC1)c1cccc(Cl)c1
-0.4	-7.2	8.1	2.9	-3.6	-13.0	-4.5	3.4	-2.8	-4.4	Cc1ccc(C(=O)CCC(=O)NC2CCCC(C)C2C)cc1 (stereo unspecified)
0.2	-4.6	-1.1	0.1	5.8	-5.8	-2.5	-4.2	2.9	6.2	Cc1c(C(=O)NCc2ccco2)oc2c(Cl)cccc12
-0.4	9.2	3.6	-0.3	0.0	1.7	5.9	1.9	-5.7	4.9	CC(C)(C)n1nc2c(c1NC(=O)Cc1ccc(F)cc1)CSC2
-0.8	1.1	11.8	-0.3	-4.6	-15.4	-1.7	0.8	4.8	6.2	Cc1ccc(NC(=O)C2CC2c2ccccc2)c([N+](=O)[O-])c1 (stereo unspecified)
-1.0	-4.5	0.3	1.1	-0.2	4.3	-6.8	0.5	4.7	9.5	Cc1ccc(NC(=O)NCc2ccc3c(c2)OCO3)cc1
0.0	-7.4	1.2	6.6	-18.0	-25.2	-0.9	2.3	2.7	-2.9	O=C(NC1CCCC1)C1C(c2ccc(C(F)(F)F)cc2)=Nc2ccccc2N1C(=O)c1ccco1 (stereo unspecified)

Reformatted with two lines to a compound: 3 of the compounds above.
Sequence of screens – proKLK7 act, Tn6 DDE FP, sPLA2-III inh, ARFGAP1 inh, PLCg1 inh, PLCb3 inh, Tn7 DDE FP, UHRF1 MBD2 ctr, Rev-erbA mod, ASAP1 inh
Cc1ccc(S(=O)(=O)N2CCN(C(=O)CSc3nccn3C)CC2)cc1
  0.1, -1.9, -4.9, 11.3, 2.7, 3.6, -5.9, -0.7, 1.4, 13.1
Cc1cc(C)cc(C(=O)Nc2nnc(SCC(=O)N3CCCc4ccccc43)s2)c1
  0.2, -3.6, 2.8, -3.3, 1.2, -0.2, -2.8, 5.4, -2.0, -4.1
Cc1ccccc1OCC1Cc2c(nc(N)c(C#N)c2N)O1 (stereo unspecified)
  0.5, -1.9, 1.7, 6.0, 3.7, 1.0, -0.9, 0.8, 0.7, -6.4

Following part:
proKLK7 act	Tn6 DDE FP	sPLA2-III inh	ARFGAP1 inh	PLCg1 inh	PLCb3 inh	Tn7 DDE FP	UHRF1 MBD2 ctr	Rev-erbA mod	ASAP1 inh	SMILES
0.6&0.5	-5.5&-2.1	1.9&-12.7	-1.8&0.3	-1.5&-2.2	-4.3&-2.2	1.7&0.6	-1.4&-0.8	4.1&-9.4	1.4&6.6	C/C(N)=C(/C#N)C(=O)CSc1nnc(Nc2c(C)cccc2C)s1
0.6	4.0	-6.5	-3.7	3.9	2.9	0.6	1.5	4.1	-0.6	CC(=O)N(Cc1ccccc1)Cc1nc2sc(C)c(C)c2c(=O)[nH]1
0.9	0.7	-0.2	7.6	-1.1	2.5	-1.2	0.1	2.2	-1.2	CCCOc1ccc(C2=CC(=O)C[C@H](c3ccc(OC)cc3)C2)cc1
-0.4	-6.7	-3.9	7.8	-1.0	-3.8	-1.7	-0.7	-7.2	11.0	CCC(C)Sc1nnc(NC(=O)C2CCN(C(=O)c3ccco3)CC2)s1 (stereo unspecified)
-0.1	0.8	2.3	1.3	2.7	-11.1	1.9	5.9	1.5	12.1	CCOC(=O)C1CCCN(Cc2cn[nH]c2-c2ccc(F)cc2F)C1 (stereo unspecified)
-0.4	-2.0	-3.2	-2.7	2.5	2.8	0.4	-0.7	-2.2	4.7	CCN(CC)C(=O)c1cn(-c2ccccc2)nc1-c1ccc2c(c1)OCCO2
0.0	-2.4	-8.3	-5.9	0.9	-5.0	9.4	-0.9	10.9	-19.2	CC(Sc1ccc(Cl)cc1)C(=O)NNC(=O)c1ccncc1 (stereo unspecified)
1.9&2.3	1.9&-0.8	5.1&4.0	1.0&-4.0	-32.1&-56.7	-47.6&-69.3	5.1&-4.3	2.5&-3.2	-0.6&-4.0	2.8&6.4	CCOC(=O)C1=C(C)NC(C)=C(C(=O)OCC)C1c1ccccn1
0.1	-1.5	-17.6	16.0	4.0	7.4	-6.8	-0.1	-3.7	2.8	CCCCOCCCNC(=O)C[C@@H]1C[C@@]2(C(=O)OC)CC(C)(C)CC=C2N(Cc2ccco2)C1=O
0.2	-9.6	1.1	9.2	-8.9	-14.4	0.0	-1.0	3.7	-4.1	O=C(Nc1ccc2snnc2c1)N1CCSCC1
0.0	5.9	8.8	-2.1	-0.4	1.8	3.1	-0.8	1.5	-8.4	CCn1c(CNc2ccc(OC)cc2)nnc1SCC(=O)Nc1ccc(F)cc1
0.2	-2.7	-11.5	12.2	-6.2	-5.6	-1.1	-12.6	5.7	-8.8	Cc1ccc(O)c(N=CC2=C(O)c3ccccc3C2=O)c1

High-throughput results as filed in PubChem.
